# Myeloid diff 2 = promotes myeloid progenitor differentiation; ER-HoxA9 myeloid progenitors, lysozyme-GFP differentiation, flow cytometry; calls only at 10 µM; 360,000 tested, 1% active; AID 624256;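 active = normalized GFP-positive differentiation at or above the plate's own cutoff, the solvent-only control mean plus 3 SD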;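 note: cells exposed to compound for four days before flow analysis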
# T cell modulator = modulates CD8 T cell binding to vesicles; 2C CD8+ T cell-vesicle binding, flow cytometry; stronger effect = lower value; calls only at 7 µM; 330,000 tested, 0.068% active;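 active = response, share of CD8 T cells binding vesicles, and their 90th percentile fluorescence all below set limits, cut at about 80% in these data, passing the limit was not always enough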
#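 Read-out – percent CD8+ FL2 mean versus row control · System – murine 2C transgenic CD8+ T lymphocytes · Times – 1.5 h cell–vesicle binding at 37 °C, then 20 min icy labelling · Control set – naked vesicles low, QL9 vesicles with vehicle high · Detection – cytometric PE anti-B7-1 and Alexa647 anti-CD8 signals after 1% paraformaldehyde fixation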
# T cell modulator vesicle-bound % = further read-out of T cell modulator, marked with its call; double positive events, %; measured here: CD8+ vesicle-bound cell fraction;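 binding gate set so that unloaded-vesicle control wells show 10% double positive cells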
# Myeloid diff 2 GFP+ MAC1+ % = further read-out of Myeloid diff 2, marked with its call; GFP+ MAC1+ double positive, %; measured here: differentiation confirmed by MAC1 staining
# An asterisk follows results filed as active; i = inactive. Not all compounds are listed; count on the stated rates, not on these rows.
# Each structure is followed by: Myeloid diff 2 | Myeloid diff 2 GFP+ MAC1+ % | T cell modulator | T cell modulator vesicle-bound %
C#CCOCCOCCOCCNc1nc(N2CCN(C(=O)CCCCCCCCCCNC(=O)[C@@H]([C@H](C)O)n3cc(C)nn3)CC2)nc(N2CCN(C(=O)CCCCCCCCCCNC(=O)[C@@H]([C@H](C)O)n3cc(C)nn3)CC2)n1
    i | 0.6 | i | 6
Cc1ccc(OCC(=O)NCCS(=O)(=O)N2CCN(c3ccccc3)CC2)cc1
    i | 0.7 | i | 25
COc1ccc(S(=O)(=O)N2CCOCC2)cc1NC(=O)Cc1ccc2c(c1)OCCO2
    i | 0.3 | i | 43
O=C(NC1(Cc2ccccc2)CCN(Cc2ccc(-c3ccccc3)cc2)C1=O)c1ccccc1 (centres undefined)
    i | 2.7 | i | 47
Cc1noc(C)c1CSCC(=O)N(C)CC(=O)Nc1ccc(Cl)c(Cl)c1
    i | 1.1 | i | 36
N#Cc1cccc(NC(=O)CNc2cccc(S(=O)(=O)N3CCCC3)c2)c1
    i | 0.6 | i | 22
O=C(O)c1ccccc1N=Nc1ccc(O)cc1
    i | 2.6 | i | 47
CN(C)S(=O)(=O)c1ccc(Cl)c(NC(=O)C2CCN(S(=O)(=O)c3cccs3)CC2)c1
    i | 1.5 | i | 33
CN(Cc1ccccc1)S(=O)(=O)c1ccc(N2CCCC2=O)cc1
    i | 0.6 | i | 28
CCN(CC)c1ccc(S(=O)(=O)N2CCOCC2)cc1NC(=O)COC(=O)c1cccnc1SC
    i | 0.9 | i | 36
CCN1CCN(c2ccc(S(=O)(=O)N3CCOCC3)cc2NC(=O)c2ccccc2OC(F)F)CC1
    i | 1.1 | i | 16
Cc1cc(C)cc(NC(=O)CCOc2ccccc2)c1
    i | 0.8 | i | 37
O=S(=O)(NCC1(N2CCOCC2)CCCCC1)c1ccc(F)cc1
    i | 0.9 | i | 45
COc1ccc(C(CNC(=O)CSc2ccc(Br)cc2)N2CCOCC2)cc1 (centres undefined)
    i | 0.6 | i | 38
COc1cc2c(cc1OC)-c1cc(Nc3cccc(C)c3)nc(=O)n1CC2
    i | 0.4 | i | 24
O=C(NCC1(N2CCOCC2)CCCCC1)c1cccc(S(=O)(=O)Nc2ccc(F)cc2)c1
    i | 1.1 | i | 15
COc1ccccc1NC(=O)COC(=O)c1c[nH]c2ccccc12
    i | 1.1 | i | 31
O=C(OCc1ccc([N+](=O)[O-])cc1)C1CC(=O)N(CCc2ccccc2)C1 (centres undefined)
    i | 0.4 | i | 43
O=C(COC(=O)COc1ccc2c(c1)CCC2)Nc1ccccc1
    i | 0.5 | i | 34
CCc1nc(SCC(=O)Nc2ccc(N(C)C)cc2)n[nH]1
    i | 0.8 | i | 57
CCn1c(C)nc2cc(C(=O)NN=C(C)c3ccc(C#N)cc3)ccc21
    i | 1.1 | i | 51
Cc1sc2nc(CSCC(=O)Nc3ccc(C(F)(F)F)cc3)[nH]c(=O)c2c1C
    i | 1.1 | i | 4
CC(NC(=O)COC(=O)c1cc(=O)c2ccccc2o1)c1ccccc1 (centres undefined)
    i | 1.0 | i | 49
COc1ccc(Cl)cc1-c1nc(SCC(=O)NCC2CCCO2)n[nH]1 (centres undefined)
    i | 0.7 | i | 52
Cc1ccc(C)c(S(=O)(=O)NC2CCS(=O)(=O)C2)c1 (centres undefined)
    i | 0.7 | i | 53
C=CCN(c1ccccc1)S(=O)(=O)c1cccc(C(=O)NNC(=O)c2ccccc2O)c1
    i | 0.7 | i | 49
COCCNC(=O)C1CCN(S(=O)(=O)c2ccc3c(c2)OCCO3)CC1
    i | 0.5 | i | 45
COc1ccc(NC(=O)CSCC(=O)Nc2ccccc2C(=O)N2CCCCC2)cc1
    i | 0.3 | i | 40
C[C@@H]1COC(=O)[C@H](NC(=O)OCC2c3ccccc3-c3ccccc32)C/C=C\C[C@@H](CC(=O)N[C@H](CO)Cc2ccccc2)C(=O)N1
    i | 1.7 | i | 7
Cc1cccc(C(=O)OCC(=O)N2CCCCCC2)c1O
    i | 1.2 | i | 44
CCOC(=O)CN1C(=O)N[C@@H](CCc2ccccc2)[C@H](C(=O)OC)[C@H]1C
    i | 1.0 | i | 26
CC(SCC(=O)Nc1ccccc1Br)c1nc2ccccc2c(=O)[nH]1 (centres undefined)
    i | 0.9 | i | 4
C[C@@]12CCC[C@@](C)(C(=O)O)C1CC[C@@]13C[C@@H](NCc4ccccc4)[C@@](C)(CCC12)C3 (some centres undefined)
    i | 4.2 | i | 39
CCOC(=O)c1ccc(-c2c(-c3ccccc3OC)sc3cc4c(cc23)OCO4)cc1F
    i | 2.9 | i | 39
COCCNC(=O)c1cc(-c2ccccc2C)nn1CC1CC(c2cccnc2)=NO1 (centres undefined)
    i | 1.8 | i | 7
CC(=O)C1=C(C)Nc2ncnn2C1c1ccc(Br)cc1 (centres undefined)
    i | 0.3 | i | 14
N#Cc1ccc(S(=O)(=O)NC2CCCCNC2=O)cc1 (centres undefined)
    i | 0.2 | i | 9
Cc1cc(OCC(=O)Nc2ccccc2N2CCCCC2)ccc1C(C)C
    i | 1.1 | i | 22
O=C(CNC(=O)c1cccs1)Nc1ncccc1O
    i | 1.4 | i | 54
O=C(COC(=O)c1cnc(Cl)c(Cl)c1)Nc1cccc(S(=O)(=O)N2CCOCC2)c1
    i | 0.4 | i | 29
Cc1cc(C)n2c(SCC(=O)Nc3cccc(S(N)(=O)=O)c3)nnc2n1
    i | 0.6 | i | 31
CCNc1cc(O)ccc1C
    i | 1.6 | i | 25
C=C(C)[C@@H](O)COc1c2ccoc2cc2oc(=O)ccc12
    i | 1.4 | i | 29
COc1cccc(CC(=O)OCC(=O)NC2(C#N)CCCCC2)c1
    i | 0.4 | i | 30
C[C@@H](NC(=O)c1nc[nH]c1C(=O)N1CCc2ccccc2C1)c1ccccc1
    i | 3.0 | i | 56
CC1CCN(C(=O)c2cc3c(=O)n4ccccc4nc3s2)CC1
    i | 1.9 | i | 26
O=C1c2ccsc2SCCN1Cc1ccc(F)cc1
    i | 0.5 | i | 30
NC(=O)c1ccsc1NC(=O)CSc1n[nH]c(N)n1
    i | 0.4 | i | 44
Cc1ccc(NS(=O)(=O)c2ccc(C(=O)N3CCOCC3)cc2)cc1
    i | 0.6 | i | 19
Cc1noc(C)c1NC(=O)Nc1ccc2c(c1)C(=O)N([C@H](C)CO)C[C@H](C)[C@@H](CN(C)S(C)(=O)=O)O2
    i | 0.7 | i | 9
COc1ccc(Cl)cc1NC(=O)CN(C)C(=O)c1cn(-c2ccccc2)nc1-c1cccnc1
    i | 0.5 | i | 46
CNC(=S)Nc1cccc(S(=O)(=O)NCc2ccco2)c1
    i | 1.1 | i | 37
CSCCC(NC(=O)c1ccccc1Cl)C(=O)NCCc1ccccn1 (centres undefined)
    i | 0.5 | i | 48
O=C1CC2(CCN(C(=O)c3cccc(F)c3)CC2)Oc2ccccc21
    i | 0.6 | i | 59
Cc1cc(C(=O)CCC(=O)N(C)CC(=O)Nc2c(Cl)cccc2Cl)c(C)s1
    i | 0.8 | i | 34
CC(C)(CNC(=O)c1cccc(S(=O)(=O)Nc2ccc(Br)cc2)c1)N1CCOCC1
    i | 0.7 | i | 52
CCN1C(=O)[C@H]2[C@@H](c3ccc(-c4cccc(Cl)c4)cc3)N[C@@](Cc3ccccc3)(C(=O)OC)[C@H]2C1=O
    i | 0.2 | i | 44
Cc1nnc(SCC(=O)N(CC(C)C)C2CCS(=O)(=O)C2)s1 (centres undefined)
    i | 0.5 | i | 35
C#CCOCCOCCOCCNc1nc(N2CCN(C(=O)CCCCCCCCCCNC(=O)Cn3cc(CCCCCN)nn3)CC2)nc(N2CCN(C(=O)CCCCCCCCCCNC(=O)[C@H]([C@@H](C)CC)n3cc(CCCCN=C(N)N)nn3)CC2)n1
    i | 3.3 | i | 34
O=C1CC/C=C\C[C@@H](CC(=O)N(CCO)Cc2ccccc2)C(=O)N[C@H](Cc2c[nH]c3ccccc23)CO1
    i | 2.9 | i | 12

# Next section
# Each structure is followed by: Myeloid diff 2 | Myeloid diff 2 GFP+ MAC1+ % | T cell modulator | T cell modulator vesicle-bound %
COc1cc(OC)cc(C(=O)NCC(=O)NCc2ccccn2)c1
    i | 0.5 | i | 33
Clc1ccc(NCc2cccnc2)cc1
    i | 0.4 | i | 12
CC1Cc2ccccc2N1C(=O)CN(C)CC(=O)Nc1ccc(F)cc1 (centres undefined)
    i | 1.4 | i | 26
CCn1c(C)nc2cc(C(=O)NN=Cc3ccc([N+](=O)[O-])cc3)ccc21
    i | 0.8 | i | 18
COc1ccc(S(=O)(=O)N2CCN(CC(=O)NCCc3cccs3)CC2)cc1
    i | 0.5 | i | 16
Cc1cc(C(=O)N2CC(C)CC(C)C2)c(C)o1 (centres undefined)
    i | 1.0 | i | 37
CC(C)CN1C(=O)C(=O)N(CC(=O)c2ccc[nH]2)C1=O
    i | 0.8 | i | 37
CC(=O)N[C@@H](Cc1c[nH]c2ccccc12)C(=O)OCc1ccc(C#N)cc1
    i | 0.4 | i | 22
O=C(COC(=O)CNC(=O)c1ccc([N+](=O)[O-])o1)Nc1ncc(C(F)(F)F)cc1Cl
    i | 1.5 | i | 32
C=CC[C@@H](CC(=O)NCCO)C(=O)N[C@@H](COC(=O)[C@@H](CC=C)CC(=O)OC(C)(C)C)Cc1c[nH]c2ccccc12
    i | 1.7 | i | 16
Cc1ccc(CNC(=O)c2ccc3c(c2)S(=O)(=O)c2ccccc2C3=O)o1
    i | 1.0 | i | 20
COc1cc(Cl)c(C)cc1NC(=O)CN1C(=O)C2CC=CCC2C1=O (centres undefined)
    i | 0.7 | i | 38
O=S(=O)(O)c1ccc(SCc2ccccc2)nc1
    i | 0.5 | i | 52
C=CCC[C@@H](Cc1ccc(F)cc1)C(=O)OC[C@@H](Cc1c[nH]c2ccccc12)NC(=O)[C@@H](CC=C)CC(=O)N(CCO)Cc1ccccc1
    i | 0.7 | i | 16
CC(C)C[C@@]12C(=O)N(c3cccc(Br)c3)C(=O)N1[C@H](c1ccc(F)cc1)[C@@H]1C(=O)N(C3CCCCC3)C(=O)[C@@H]12
    i | 2.1 | i | 30
COc1ccc(C(CNS(=O)(=O)c2ccc(C)cc2)N2CCN(C)CC2)cc1 (centres undefined)
    i | 0.4 | i | 54
C/C(=N\NC(=O)CN1CCN(c2ccc(F)cc2)CC1)c1ccco1
    i | 0.5 | i | 20
Cc1ccc(-c2nn(-c3ccc(F)cc3)cc2C(=O)N(C)CC(=O)Nc2ccc(N3CCOCC3)cc2)cc1
    i | 1.1 | i | 36
Cc1noc(C)c1S(=O)(=O)Nc1ccc2c(c1)C(=O)N([C@H](C)CO)C[C@H](C)[C@@H](CN(C)C(=O)Nc1ccc3c(c1)OCO3)O2
    i | 2.7 | i | 12
CCN(CC)S(=O)(=O)c1ccc(N2CCOCC2)c(NC(=O)c2cc(Cl)c3c(c2)OCO3)c1
    i | 0.4 | i | 34

# A portion from further up, for reference:
# Each structure is followed by: Myeloid diff 2 | Myeloid diff 2 GFP+ MAC1+ % | T cell modulator | T cell modulator vesicle-bound %
Cc1noc(C)c1S(=O)(=O)Nc1ccc2c(c1)C(=O)N([C@H](C)CO)C[C@H](C)[C@@H](CN(C)C(=O)Nc1ccc3c(c1)OCO3)O2
    i | 2.7 | i | 12
CCN(CC)S(=O)(=O)c1ccc(N2CCOCC2)c(NC(=O)c2cc(Cl)c3c(c2)OCO3)c1
    i | 0.4 | i | 34

# Compound profiles (already shown).
# CC(=O)C1=C(C)Nc2ncnn2C1c1ccc(Br)cc1 (centres undefined) in the list: Myeloid diff 2: i; Myeloid diff 2 GFP+ MAC1+ %: 0.3; T cell modulator: i; T cell modulator vesicle-bound %: 14
# O=C(OCc1ccc([N+](=O)[O-])cc1)C1CC(=O)N(CCc2ccccc2)C1 (centres undefined) in the list: Myeloid diff 2: i; Myeloid diff 2 GFP+ MAC1+ %: 0.4; T cell modulator: i; T cell modulator vesicle-bound %: 43

# The results go on:
# Each structure is followed by: Myeloid diff 2 | Myeloid diff 2 GFP+ MAC1+ % | T cell modulator | T cell modulator vesicle-bound %
CCOc1ccc(CN(C)C(=O)c2cc(S(=O)(=O)N3CCCC3)ccc2C)cc1
    i | 0.4 | i | 28
Cc1cc(C)n(-c2ccc(C(=O)NCC(c3ccco3)N3CCCC3)cc2)n1 (centres undefined)
    i | 0.9 | i | 70
CCCOc1ccc(/C=C/C(=O)OCC(=O)N(C)c2c(N)n(Cc3ccccc3)c(=O)[nH]c2=O)cc1OCC
    i | 0.4 | i | 23
CC1CCC2(CC1)NC(=O)N(CC(=O)Nc1cccnc1Cl)C2=O (centres undefined)
    i | 0.3 | i | 29
CC12CCC(=O)N1C(C(=O)NCc1ccccc1F)CS2 (centres undefined)
    i | 0.4 | i | 48
CC(C)(C)NC(=O)CC1C[C@H](C(=O)N2CCOCC2)[C@@]2(C)c3[nH]c4ccccc4c3CCN2C1=O (some centres undefined)
    i | 0.3 | i | 17
O=C(Nc1ccc(F)cc1Cl)c1ccc2c(=O)n3c(nc2c1)CCC3
    i | 1.1 | i | 12
CC1C(=O)N2CCCc3cc(NC(=O)C(=O)NCCc4ccccc4)cc1c32 (centres undefined)
    i | 0.9 | i | 29
COc1ccc(CCNC(=O)/C=C/c2ccco2)cc1OC
    i | 0.6 | i | 69
Cc1ccc(NC(=O)c2nc[nH]c2C(=O)NCc2ccccc2)cc1
    i | 0.3 | i | 25
O=C(CSc1n[nH]c(=O)n1C1CC1)Nc1ccc(F)c(Cl)c1
    i | 3.0 | i | 33
CCc1noc(C)c1C(=O)OCC(=O)NCc1ccc(Cl)cc1
    i | 0.6 | i | 42
COC(=O)c1c(-c2ccccc2OC)sc2ccc(OC)cc12
    i | 1.0 | i | 51
